Compound activity (PubChem BioAssay)
DENV2 CPE – protects cells from dengue virus 2 cytopathic effect; DENV2-infected cells, cytopathic effect rescue, plate reader; CPE inhibition, % at 9.99 µM; 350,000 tested, 1.7% active; AID 651640; in the data active means CPE inhibition above about 20%, passing the limit was not always enough; inconclusive means no clear call, values can overlap the other calls; tested in BHK-21 cells;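 further: 0% = median of neutral control wells and 100% = median of positive control wells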
PAX8 inh HTS – inhibitors of PAX8 transcriptional activity in RMG-I cells. inhibition, % at 12.6 µM. 360,000 tested, 1.2% active. AID 652154. RMG-I TPO-luciferase reporter, SteadyGlo, 24 h;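 active means mean replicate inhibition at least 60% with every replicate also reaching 60%; inconclusive means only one of the two criteria is met; inactive means mean below 60% and not all replicates reaching 60%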;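 further: luciferase light reporting Pax8 driven TPO promoter activity; plate controls were median of neutral control wells for no effect and mitoxantrone controls for full effect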
XiGFP reactiv – X-chromosome reactivation activator; XiGFP mouse fibroblasts, % GFP-positive cells imaging, 3 d; cells co-treated with 5-aza-dC sensitizer; scaled so ellipticine positive control = 100%; activation, % at 7.58 µM; 360,000 tested, 0.055% active; AID 743238;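 active means mean normalized replicate activation at least 10% and every replicate at or above 10%; inconclusive means only one of the two criteria met; inactive means mean below 10% and not all replicates reach 10%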;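 further: 0% = median of on-plate neutral control wells and 100% = ellipticine 6 µM median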
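Material: XiGFP fibroblasts, SV40-immortalized. Buffer or medium: DMEM plus 5-aza-dC sensitizer. Compound: single concentration per compound, delivered by pin transfer. Times: 3 days compound exposure. Controls: ellipticine 6 µM.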
EWS-Fli block – blocks EWS/Fli oncoprotein-driven transcription; A673 NR0B1-luciferase reporter, viability-normalised; inhibition, % at 12.6 µM; 350,000 tested, 0.67% active; AID 651661;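 active means mean inhibition of at least 50% after viability correction, with every replicate also passing that limit; inconclusive means mean reaches 50% but only one of two replicates passes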;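 further: firefly luciferase signal divided by Alamar Blue viability fluorescence both relative to DMSO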
CFTR F508del cor – correctors of CFTR F508del function in bronchial epithelial cells; CFBE cells, YFP halide quenching; stimulated with forskolin plus potentiator P3; % fluorescence drop versus neutral controls; activity (quench increase), % at 7.58 µM; 350,000 tested, 0.36% active; AID 720511;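 active means mean added fluorescence quench of at least 8% versus neutral control, with both replicates also reaching 8%; inconclusive means only one of the mean or replicate conditions met; inactive means mean below 8% and not both replicates reaching 8%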;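 further: cells transiently co-express mutant CFTR-F508del with the halide-sensitive YFP; corrector assay measuring rescue of mutant channel to the surface after 24 h compound exposure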
GSIS activator – GLuc luminescence reporter in INS-1E cells, primary screen for activators of glucose-dependent secretion of insulin. activation, % at 16.6 µM. INS-1E GLuc reporter insulin secretion, 2-3 h. 370,000 tested, 0.61% active;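 active means lowest replicate activation of at least 40%, so every replicate reaches that level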;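 further: 0% = median of neutral control wells and 100% = median of IBMX positive control wells; some compounds called inactive have numbers as strong as hits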
ARNT-TACC3 inh – disrupts binding between human ARNT and TACC3; inhibition, % at 9.99 µM; Q9Y6A5; AlphaScreen His-ARNT PAS-B/GST-TACC3 binding, luminescence; TACC3 fragment carries E629A point mutation; 390,000 tested, 0.66% active;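 active means mean inhibition of replicates at least 50% and at least half of replicates each reaching 50%; inconclusive means half or more replicates reach 50% but mean below 50%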;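 further: 0% = complete ARNT plus TACC3 wells and 100% = ARNT alone without TACC3; many hits fall short of the cut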
ERp5 inh – blocks human ERp5 reductase activity on insulin. Q15084. 350,000 tested, 0.05% active. ERp5 insulin aggregation, absorbance 650 nm, 90 min. inhibition, % at 9.99 µM;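 active means mean replicate inhibition above about 25%, with every replicate also reaching it, limit read from the data, passing the limit was not always enough; inconclusive means only one of those two criteria met; inactive means neither criterion met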
Target sequence (Q15084 whole entry, looked up): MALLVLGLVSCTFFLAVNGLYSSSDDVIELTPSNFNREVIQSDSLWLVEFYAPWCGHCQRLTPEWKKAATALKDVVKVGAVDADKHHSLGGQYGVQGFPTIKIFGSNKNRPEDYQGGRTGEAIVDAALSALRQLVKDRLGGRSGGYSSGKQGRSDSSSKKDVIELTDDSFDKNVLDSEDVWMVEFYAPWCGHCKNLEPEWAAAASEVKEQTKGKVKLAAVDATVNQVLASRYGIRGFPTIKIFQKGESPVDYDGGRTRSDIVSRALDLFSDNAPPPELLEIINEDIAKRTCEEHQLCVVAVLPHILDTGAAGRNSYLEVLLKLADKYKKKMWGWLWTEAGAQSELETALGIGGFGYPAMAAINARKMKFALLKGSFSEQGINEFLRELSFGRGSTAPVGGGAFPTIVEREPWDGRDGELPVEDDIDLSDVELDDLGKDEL
Active calls of the source: *; u = inconclusive; x = no result given.

SMILES	DENV2 CPE	PAX8 inh HTS	XiGFP reactiv	EWS-Fli block	CFTR F508del cor	GSIS activator	ARNT-TACC3 inh	ERp5 inh
O=C(CC1C(=O)NCCN1Cc1c(F)cccc1Cl)NCCCn1cccn1 (configuration not stated)	-2	1	-0.1	6	2.0	8	0	0
CN(C)S(=O)(=O)c1cccc(-c2nn(-c3ccccc3)cc2/C=C2\SC(=S)N(CC(=O)O)C2=O)c1	-5	12	-0.1	7	0.0	0	-23	6
Cc1onc(-c2ccccc2Cl)c1C(=O)N1CCCCC1	9	5	0.3	-16	1.3	-6	-1	2
CN1C=CC(=CC=C2C=CC(=O)C=C2)C=C1	-7	7	0.0	7	-6.0	5	-6	-1
COc1ccccc1-n1c(SCC(=O)N2CCCC2)nnc1-c1ccccc1	2	-8	0.0	3	-1.6	-3	-4	-1
CCc1nn(CC(=O)NCCCN2CCN(CC)CC2)c(=O)c2cc3occc3n12	-1	3	0.1	-4	0.9	20	4	5
CCC(C)NC(=O)C1CCN(S(=O)(=O)N2CCOCC2)CC1 (configuration not stated)	-7	4	-0.1	7	1.0	27	0	-5
COCC#Cc1ccc([C@H]2[C@H]3CN(C(=O)C4CCOCC4)CC(=O)N3[C@H]2CO)cc1	15	-19	0.0	5	-0.2	1	x	7
CC(C)c1ccc(NC(=S)NNC(=O)C2CC2)cc1	-3	3	-0.2	-3	1.3	-2	-7	3
COCCn1c(N)c(Sc2ccc([N+](=O)[O-])cc2)c(=O)[nH]c1=O	4	0	0.1	-2	-2.2	17	-4	6
CCCOc1ccc(C(=O)OCC(=O)NCCc2ccc(OCC)c(OCC)c2)cc1OC	13	0	0.2	x	-1.0	25	-1	7
CCNC(=O)C1CCCN(C(=O)c2ccccc2F)CC1 (configuration not stated)	-2	-7	0.4	-16	0.7	0	x	9

The closing two records of the section above open the next one.
SMILES	DENV2 CPE	PAX8 inh HTS	XiGFP reactiv	EWS-Fli block	CFTR F508del cor	GSIS activator	ARNT-TACC3 inh	ERp5 inh
CCCOc1ccc(C(=O)OCC(=O)NCCc2ccc(OCC)c(OCC)c2)cc1OC	13	0	0.2	x	-1.0	25	-1	7
CCNC(=O)C1CCCN(C(=O)c2ccccc2F)CC1 (configuration not stated)	-2	-7	0.4	-16	0.7	0	x	9
CCOC(=O)c1c(C)c(C(=O)N2CCN(C(=O)c3ccco3)CC2)c(C)n1C	x	x	x	0	3.3	9	-1	2
COc1ccccc1CNC(=O)CSc1ccsc1[N+](=O)[O-]	-3	-124	0.1	-75	x	1	x	2
CN1CCN(C(=O)c2cc3c(c(-c4cccc(Br)c4)n2)[C@H](CCO)N(S(=O)C(C)(C)C)C3)CC1 (some centres not stated)	-4	6	0.1	10	-5.0	2	x	-4
CC(C)(C)S(=O)(=O)N1C[C@@H]2CC/C=C\C/C=C\2[C@H]1CCO	-5	25	0.0	6	-2.0	-5	1	-2
Fc1ccccc1-n1cc(-c2ccccc2)[nH]c1=S	0	-48	0.0	-14	1.5	13	18	0
Cc1ccc(Cl)cc1NC(=O)C1CCCN(c2cnccn2)C1 (configuration not stated)	-1	-8	-0.2	x	-1.9	36	-1	6
Cc1noc(C)c1NC(=O)Nc1ccc2c(c1)C(=O)N([C@H](C)CO)C[C@@H](C)[C@H](CN(C)S(=O)(=O)c1cn(C)cn1)OCCCC[C@H](C)O2	5	-3	-0.4	-9	-3.2	21	-6	2
C=CCOc1cccc(C2C(C(=O)c3ccco3)=C(O)C(=O)N2Cc2cccnc2)c1 (configuration not stated)	2	10	0.4	3	1.7	1	2	2
Cc1ccc(-c2cc(C(=O)NCCCn3ccnc3)c3ccccc3n2)s1	-5	8	0.0	2	x	x	10	0
COc1ccc(NC(=O)c2ccccc2SC)cc1	-8	-17	0.0	-32	-1.9	22	x	1
O=C(NC(=S)Nc1ccc(CN2CCOCC2)cc1)c1cccc(F)c1	0	-84	0.0	x	-1.0	21	13	3
CCC(C)NC(=O)c1ccc(NC(=O)CC2SC(N3CCCC3)=NC2=O)cc1 (configuration not stated)	3	1	0.2	-4	0.0	1	29	2
COC(=O)Nc1ccc2c(c1)Nc1ccccc1CC2	13	-20	0.2	-16	-0.4	0	9	4
O=C(NCC(c1ccco1)N1CCc2ccccc21)c1ccc([N+](=O)[O-])cc1 (configuration not stated)	-1	17	0.1	13	1.7	10	-7	8
CCC[N+](CC#Cc1ccccc1)(CCC)CC(=O)c1ccc(Cl)cc1	46*	23	0.0	14	0.9	-14	x	1
O=[N+]([O-])c1ccc(SNc2ccccc2)c([N+](=O)[O-])c1	u	28	0.1	14	5.2	7	20	5
Cc1nc(SCC(=O)N2CCCC2=O)nc(C)c1C	u	-5	0.1	6	-2.7	20	-8	2
COc1cccc(S(=O)(=O)N[C@@H]2CC[C@H](CCn3cc(-c4ccccc4)nn3)O[C@@H]2CO)c1	-2	12	-0.2	53*	-0.6	-7	8	-2
C[C@H]1CN([C@@H](C)CO)C(=O)c2cccc(NC(=O)Nc3ccc(C(F)(F)F)cc3)c2O[C@@H]1CN(C)C(=O)Nc1ccc2c(c1)OCO2	-17	29	-0.2	-1	0.4	-19	8	x
C[C@@H]1CN([C@H](C)CO)S(=O)(=O)c2ccc(C3=CCCC3)cc2O[C@@H]1CN(C)C(=O)C1CCOCC1	-4	6	0.1	-7	-0.4	1	-3	-3
CC(C)CC#Cc1ccc2c(c1)O[C@@H](CN(C)S(=O)(=O)c1cccc(F)c1)[C@@H](C)CN([C@H](C)CO)S2(=O)=O	-9	x	-0.6	29	2.4	-15	1	2
Cc1cccc(NC(=O)C2CCN(S(=O)(=O)c3c(C)c(C)cc(C)c3C)CC2)n1	5	x	-0.1	17	1.2	-46	8	7
CCN1C(=O)[C@H]2[C@@H](c3ccc(-c4ccccc4)cc3)N[C@@](CC(C)C)(C(=O)OC)[C@H]2C1=O	-7	-11	0.0	3	1.4	-2	2	0
C[C@H]1CN([C@@H](C)CO)S(=O)(=O)c2ccc(C#CC3CCCC3)cc2O[C@@H]1CN(C)C(=O)c1cccc(F)c1	x	x	-0.5	41	0.2	-6	x	x
O=C(N/N=C/c1ccc2c(c1)OCO2)c1ccc(NC(=O)c2ccccc2Cl)cc1	-1	11	0.0	-19	-2.5	-18	26	-2
C[C@H]1CN([C@@H](C)CO)C(=O)c2cccc(NC(=O)Nc3ccccc3)c2O[C@@H]1CN(C)Cc1ccc(C(=O)Nc2ccccc2N)cc1	-4	39	-1.0	46	1.4	3	-4	6
O=C1N(c2ccccc2)C(c2ccccc2)C12CCCCC2 (configuration not stated)	-17	-3	0.4	4	-2.0	6	x	10
Cc1ccc(C(=O)COC(=O)CNC(=O)Cc2ccccc2)cc1	2	-2	0.0	1	0.6	-2	-5	4
CS(=O)(=O)N1CCN(C(=O)CSc2ccccc2)CC1	3	-14	0.2	-74	-2.2	x	2	1
COC(=O)c1cc(S(=O)(=O)NCC2CCN(Cc3ccc(C)cc3)CC2)cn1C	0	1	0.0	x	0.1	27	-12	4
O=C(Cn1cc2c(n1)CCCC2)NCCCN1CCCC1	-2	-1	0.2	-1	-0.9	7	2	5
Cc1ccc(-c2nn(-c3ccccc3)cc2CC(=S)N2CCOCC2)cc1	-1	11	0.1	11	0.6	-12	7	1
O=C1Nc2ccccc2N=C(c2ccc3c(c2)OCO3)C1N(CCc1ccccc1)C(=O)CSc1ncccn1 (configuration not stated)	-3	13	0.1	-26	0.9	-11	x	5
CC(=O)c1c(O)ccc2c(-c3ccccc3)cc(=O)oc12	x	30	0.4	x	x	-10	-6	x
Cc1ccc(OCC(=O)Nc2ccc(S(=O)(=O)N3CCOCC3)cc2)c(Br)c1	-2	4	0.2	0	-0.3	-2	2	-2
NS(=O)(=O)c1cc(C(=O)NNC(=O)c2ccc3c(c2)OCO3)ccc1Cl	0	-2	0.2	0	2.5	5	-10	2
CCCNC(=O)C[C@@H]1C[C@@H]2c3cc(NS(=O)(=O)c4ccc(F)cc4)ccc3O[C@@H]2[C@H](CO)O1	3	-36	0.0	-14	-0.2	4	3	3
CCOc1ccccc1N(C)C(=O)Cn1ncc2c([nH]c3ccc(C)cc32)c1=O	2	25	0.0	x	-0.2	-6	-1	-1
C=CC[C@@H](CC(=O)N[C@H](CO)Cc1ccccc1)C(=O)N[C@H](COC(=O)[C@@H](CC=C)CC(=O)OC(C)(C)C)Cc1c[nH]c2ccccc12	-12	28	-0.7	10	-3.6	-19	12	2
O=C1C(Sc2ccccc2)=C[C@@]2(O)CC[C@@H](O)[C@]1(Sc1ccccc1)[C@H]2O	-7	46	0.0	8	-5.4	-44	x	1
CCc1nc2ccc(C(=O)N3CCN(C(C)=O)CC3)cn2c1N(CCC(C)C)CCN(C)C	u	-9	0.0	-7	3.3	x	x	-1
O=C(NCC1CCCCC1)c1ccc2sc([C@H]3C[C@H](O)[C@@H](CO)O3)nc2c1	5	6	0.0	-14	-1.0	5	x	0
Cc1ccc(-c2csc(C(O)c3ccc(F)cc3)n2)cc1C (configuration not stated)	-1	-55	0.4	-21	-4.0	10	x	-6
COc1cccc(S(=O)(=O)N2CCCCN3[C@H](CO)[C@H](c4ccc(-c5cccnc5)cc4)[C@H]3C2)c1	-9	1	0.2	1	-0.2	-2	5	3
O=C(CN1CCOCC1)NCC[C@@H]1CC[C@@H](NC(=O)c2ccc3c(c2)OCO3)[C@@H](CO)O1	-7	7	-0.1	3	-0.7	-3	5	2
C[C@@H]1CN([C@@H](C)CO)C(=O)c2cc(NS(C)(=O)=O)ccc2O[C@@H](C)CCCCO[C@@H]1CN(C)C(=O)CCC(F)(F)F	2	5	0.1	-1	1.0	2	-7	-1
CCCc1cc(=O)n2[nH]c(NCc3ccc(OC)c(OC)c3)nc2n1	-7	-16	0.2	18	-1.9	6	-25	-11
CC(C)NC(=O)N1CCCCN2[C@@H](CO)[C@H](c3ccc(C#Cc4ccccc4F)cc3)[C@@H]2C1	-24	9	0.1	-42	6.9	-9	5	-3
COc1ccc(C(=O)COC(=O)c2ccc(N(C)C)cc2)cc1	18	-30	0.3	-8	-1.7	-4	4	4
C/C(=C\c1ccccc1)CN1CCC(C(=O)N2CCCC(C)C2)CC1 (configuration not stated)	-10	8	-0.1	1	2.2	12	5	-1
CC(=O)N1CC(=O)N2[C@H](C1)[C@@H](c1ccc(-c3cccc(C(=O)N(C)C)c3)cc1)[C@@H]2CO	-5	-20	-0.1	-1	-3.0	8	x	2
CCN1CCc2c(OCC(=O)Nc3ccc(C)cc3)cccc2C1=O	2	4	0.0	x	-2.5	17	4	-4
COc1cc(NS(=O)(=O)c2ccc(NC(=O)c3ccc(S(=O)(=O)N4CCCC4)cc3)cc2)ncn1	-2	-128	0.0	0	-0.4	-21	x	-1
Cc1ccccc1Cn1c(C)c(C(=O)NCc2cccc(Cl)c2)sc1=O	11	5	-0.1	5	1.7	-16	x	1
CC1CCN(CCCn2c(SCC(=O)NC3CCCC3)nc3ccccc3c2=O)CC1	6	-15	0.0	x	-1.1	5	-1	-2
COc1cccc2[nH]c(-c3ccccn3)nc12	-11	-113	0.3	-6	1.3	29	x	-4
O=C(COC(=O)c1cccc(F)c1)Nc1cccc(S(=O)(=O)N2CCCCC2)c1	-3	-20	0.0	8	-1.6	2	x	-5
